Assay outcomes: PubChem, several laboratories
PERK inh: inhibitors of human PERK kinase. CHO PERK-DD fusion, SEAP luminescence translation reporter. inhibition, % at 5.6 µM. AID 1416. actives 0.17% (n = 220,000);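 active means inhibition above the mean inhibition of all tested compounds plus 3 SD, set separately per screening campaign, cut at about 2.9% in these data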;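 further: PERK kinase domain activated by AP20187 dimerizer at 100 nM; 0% = DMSO with dimerizer and 100% = rapamycin at 8.4 µM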
TRPML3 ag: activates the human TRPML3 channel; Q8TDD5; HEK293 TRPML3-YFP, Fluo-8 calcium fluorescence; 100% = the carbachol control signal; activation, % at 3 µM; actives 0.29% (n = 220,000);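 active means activation above its plate's cutoff, the mean activation of the plate's test wells plus 3 SD, cut at about 12% in these data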;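 further: 0% = DMSO only wells and 100% = carbachol wells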
Target sequence (Q8TDD5 whole entry, looked up): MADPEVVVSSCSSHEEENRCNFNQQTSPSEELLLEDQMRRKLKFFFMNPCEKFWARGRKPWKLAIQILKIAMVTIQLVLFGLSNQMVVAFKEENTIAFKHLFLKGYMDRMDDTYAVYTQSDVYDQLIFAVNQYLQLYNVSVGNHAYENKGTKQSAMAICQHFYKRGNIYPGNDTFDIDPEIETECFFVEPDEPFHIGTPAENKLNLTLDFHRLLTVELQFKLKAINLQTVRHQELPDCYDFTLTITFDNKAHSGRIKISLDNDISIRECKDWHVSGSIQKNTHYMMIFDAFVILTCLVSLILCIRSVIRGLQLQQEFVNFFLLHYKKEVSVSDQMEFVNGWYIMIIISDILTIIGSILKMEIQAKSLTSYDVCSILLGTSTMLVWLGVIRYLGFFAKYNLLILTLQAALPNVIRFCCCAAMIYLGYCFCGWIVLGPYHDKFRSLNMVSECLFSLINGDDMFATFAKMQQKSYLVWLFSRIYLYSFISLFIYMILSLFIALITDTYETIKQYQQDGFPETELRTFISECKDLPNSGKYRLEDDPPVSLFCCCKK
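Test system: TRPML3-YFP stable HEK293 cells. Doses: single point at 3 µM. Incubation: dye loading 1 h 37 °C then 30 min ambient, 125 s read. Signal: Fluo-8 calcium dye fluorescence, ex 470-495, em 515-575 nm. Measure: percent activation from peak-to-basal fluorescence ratio, scaled between DMSO and carbachol.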
S1P4 antagonist: human S1P4 receptor antagonism; actives 0.26% (n = 220,000); inhibition, % at 4.98 µM; S1P4-expressing cells, antagonist mode, reporter read-out; in the data active means inhibition above about 29%;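 further: 0% = wells stimulated with agonist and 100% = vehicle wells without agonist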
Target sequence (O95977 whole entry, looked up): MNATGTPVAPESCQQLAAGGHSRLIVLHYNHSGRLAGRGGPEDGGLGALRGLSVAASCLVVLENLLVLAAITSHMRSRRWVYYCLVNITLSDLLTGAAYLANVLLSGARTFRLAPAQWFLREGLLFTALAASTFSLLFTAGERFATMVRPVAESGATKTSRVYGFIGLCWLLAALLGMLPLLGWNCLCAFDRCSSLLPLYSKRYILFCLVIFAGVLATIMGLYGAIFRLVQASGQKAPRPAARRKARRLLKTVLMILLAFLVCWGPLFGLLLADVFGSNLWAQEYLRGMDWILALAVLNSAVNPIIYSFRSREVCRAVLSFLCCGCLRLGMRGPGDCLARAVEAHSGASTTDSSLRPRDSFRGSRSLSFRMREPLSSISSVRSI
Ba/F3 V617F tox: loss of viability in JAK2V617F-driven Ba/F3 cells; Ba/F3 EpoR-JAK2V617F viability, ATP luminescence; inhibition, % at 5.6 µM; actives 1.1% (n = 220,000);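 active means inhibition above the campaign mean plus 3 SD over all tested compounds, cut at about 24% in these data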;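 further: cytokine-independent growth of Ba/F3 cells driven by EpoR plus mutant JAK2; 0% = DMSO-treated cells and 100% = JAK inhibitor I control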
Calpain2 inh: calpain II (pig) inhibition | purified calpain II, fluorogenic peptide substrate, 30 min | actives 0.37% (n = 220,000) | inhibition, % at 16 µM;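 active means inhibition above about 50%, limit read from the data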
TRPN1 ag: zebrafish TRPN1 (NompC) channel agonism | HEK293 zebrafish TRPN1-YFP, Fluo-8 calcium fluorescence; 100% = response to 87 µM carbachol | activation, % at 3 µM | actives 0.18% (n = 220,000);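 active means activation above its plate's cutoff, the mean activation of test wells on that plate plus 3 SD, cut at about 19% in these data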;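 further: 0% = DMSO alone and 100% = 87 µM carbachol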
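Assay system: Zebrafish TRPN1-YFP in HEK293 cells | Incubation: Dye loading 1 h at 37 °C, then 30 min room temperature | Measured by: Kinetic Fluo-8 fluorescence, ex 470-495, em 515-575 nm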
BaF3 tox: parental Ba/F3 viability inhibition as JAK2V617F counter-screen. CellTiter-Glo ATP luminescence. inhibition, % at 5.6 µM. actives 1.1% (n = 220,000);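 active means inhibition above a per-campaign cutoff, the mean inhibition of all tested compounds plus 3 SD, cut at about 27% in these data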;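 further: 0% = DMSO wells and 100% = JAK Inhibitor I control wells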
S1P4 ag: activates the human S1P4 receptor; O95977; S1P4-expressing cell line, agonist reporter assay; activation, % at 4.98 µM; actives 0.35% (n = 220,000); in the data active means activation above about 11%;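 further: 0% = DMSO vehicle and 100% = reference agonist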
EP2 mod: EP2 receptor (human) modulation | induction, % at 25 µM | P43116 | EP2-expressing cells, cAMP HTRF FRET, PGE2 co-stimulation | AID 940 | actives 0.83% (n = 260,000);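 active means compounds whose cAMP rise, as percent of the full-agonist control response, exceeds 60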;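 further: rat C6 glioma line stably carrying human EP2 under a CMV promoter; the protocol text gives 20 µM as final concentration; 100% = response of wells given 1 µM PGE2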
* hit, by the source's call; & = joins results of further samples.

no. | smiles | PERK inh | TRPML3 ag | S1P4 antagonist | Ba/F3 V617F tox | Calpain2 inh | TRPN1 ag | BaF3 tox | S1P4 ag | EP2 mod
1 | N=C1C(c2ccccc2)=C(O)C2CCc3ccccc3N12 (stereo not given) | 1.0 | 0.6 | -4 | -1 | 5 | 1.4 | 3 | 0.2 | -25
2 | O=C(Cn1ccc(C(F)(F)F)n1)N/N=C/c1ccc(N2CCOCC2)cc1 | 1.1 | 1.3 | 17 | 4 | -339 | 0.3 | 5 | 0.5 | -11
3 | Cc1nc(SCc2ccc(Cl)c(Cl)c2)ncc1C(=O)O | 0.4 | 0.2 | -12 | 4 | 8 | 0.5 | 7 | -1.5 | 4
4 | COc1ccc(C(=O)NN2CC(O)=C(c3nc4ccccc4n3C)C2=N)cc1OC | 1.0 | 0.5 | -10 | -2 | -11 | 1.1 | 7 | 1.1 | 8
5 | O=C(CCNS(=O)(=O)c1cccs1)Nc1ccccc1F | 0.3 | -0.4 | -6 | 2 | 18 | -0.2 | 4 | 0.7 | -11
6 | Cc1cc(C)n(CC2CC(=O)N(c3cc(Cl)cc(Cl)c3)C2=O)n1 (stereo not given) | 0.2 | -0.3 | -22 | 3 | 4 | -0.3 | 7 | 0.1 | 20
7 | COc1cccc(CNC(=O)CCCCCn2c(=S)[nH]c3ccc(N4CCOCC4)cc3c2=O)c1 | 0.4 | 2.1 | -16 | -3 | -179 | -0.3 | 4 | 1.3 | 25
8 | NC(=O)CCc1c[nH]c2ccccc12 | -0.2 | 0.2 | -12 | -5 | -1 | -0.2 | -2 | -0.3 | 9
9 | O=C(CCC(=O)OCC(=O)c1ccc(-c2ccccc2)cc1)Nc1cccc2cccnc12 | 0.8 | 0.2 | 8 | 1 | 16 | 0.7 | 1 | -4.8 | -41
10 | CCn1c(SCC(=O)Nc2c(C)n(C)n(-c3ccccc3)c2=O)nc2c1c(=O)n(C)c(=O)n2C | 0.4 | 0.4 | -11 | 0 | -4 | -1.1 | -3 | 0.0 | -5
11 | COc1ccc(OCC(=O)Nc2ccc(NC(=O)c3ccco3)cc2)cc1 | -0.3 | 0.3 | 3 | 0 | -12 | -0.2 | 2 | 0.4 | -20
12 | O=C(CSc1nnc(-c2ccccc2)o1)N1CCN(c2ccccc2)CC1 | 0.3 | 0.3 | -9 | 1 | -9 | -0.3 | 4 | 2.4 | 12
13 | COC(=O)[C@@]1(Cc2ccc(F)cc2)[C@@H]2[C@@H](CC(=O)[C@H]2CC(=O)C(=O)N(C)C)CN1C(=O)c1ccccc1 | 0.2 | -0.1 | 20 | -5 | -7 | 0.9 | 2 | 0.9 | 20
14 | Cc1cc(C)c(C)c(C(=O)CSc2nnc(C)c(=O)[nH]2)c1C | 0.9 | 0.8 | -14 | 0 | -5 | 0.3 | 1 | 0.5 | 11
15 | CC(C)(C)c1ccc(S(=O)(=O)N2CCCC2C(=O)NC2=NCCS2)cc1 (stereo not given) | -0.3 | 0.8 | 1 | 4 | -2 | 3.2 | 13 | -1.6 | -15
16 | O=C(CCc1nnc(Cc2ccc(-c3ccccc3)cc2)o1)NCC1CC1 | -0.2 | 0.2 | 13 | 2 | 24 | -1.1 | 8 | 1.4 | -4
17 | CCN1CCN(C(=O)c2ccc(CSc3ccc(C)cc3)cc2)CC1 | 0.5 | 0.2 | -12 | -1 | -4 | 1.4 | 4 | 2.3 | -10
18 | COc1ccc(N2CCN(CCCNC(=O)C3CCC(CNc4nc(=S)[nH]c5ccccc45)CC3)CC2)cc1 (stereo not given) | -0.8 | 0.6 | -2 | 3 | -3 | -0.1 | 13 | 4.0 | -4
19 | CN(C)c1nc(C(F)(F)F)cc(=O)[nH]1 | -0.7 | 0.9 | -11 | -1 | -21 | -1.0 | 4 | 2.3 | 47
20 | O=C(N/N=C/c1cccc(Oc2ccccc2)c1)c1ccncc1 | 1.3 | -0.1 | -14 | -5 | -4 | -0.6 | -2 | -0.3 | -20
21 | O=S(=O)(N1CCCCC1)N1CCNCC1 | 0.1 | 0.7 | -1 | -4 | -7 | -0.1 | 2 | 0.2 | 31
22 | O=C(NNS(=O)(=O)c1ccc(Cl)cc1)NC1CCCCC1 | 1.2 | -0.8 | -18 | 1 | 20 | -0.2 | 3 | -0.5 | 26
23 | CSc1nnc(NC(=O)c2ccc(C)c(S(=O)(=O)N3CCOCC3)c2)s1 | -0.2 | 1.6 | -24 | -4 | -16 | -0.1 | 4 | 0.5 | 15
24 | CCN1CCN(C(=O)c2ccc3c(c2)N(Cc2ccc(F)cc2)C(=O)c2ccccc2S3=O)CC1 (stereo not given) | 0.0 | 0.7 | -12 | 0 | 6 | 1.2 | 1 | 0.5 | -11
25 | COC(=O)c1sccc1NC(=O)Nc1cccc(C)c1 | 1.1 | -0.6 | -3 | -2 | -12 | -1.3 | 0 | -0.1 | 7
26 | Cc1ccc(N2C(=O)[C@@H]3C(C(=O)C(c4ccccc4)c4ccccc4)=NN[C@@H]3C2=O)cc1 | -0.2 | -0.6 | -17 | 2 | -34 | -0.6 | 5 | 0.6 | 20
27 | O=C(NCc1ccncc1)C1CCCN(S(=O)(=O)Cc2ccccc2)C1 (stereo not given) | 0.0 | 0.1 | -8 | -2 | 8 | 0.4 | -1 | 1.2 | -12
28 | O=C(Nc1nc(-c2cccnc2)cs1)c1ccccc1F | -0.5 | 1.0 | 6 | -1 | -32 | 1.4 | 4 | -1.4 | 3
29 | Cc1ccc2c(c1)nc(NCCCO)n2C | 1.0 | 1.0 | 5 | -2 | -11 | -0.7 | 3 | 0.3 | 5
30 | COc1ccc(/C=C/C(=O)c2ccoc2)cc1 | 0.9 | -0.5 | -12 | 1 | -6 | -0.9 | 2 | -1.1 | -19

3 of the entries above in order of their number in EP2 mod, descending:
No.	Compound	EP2 mod
6	Cc1cc(C)n(CC2CC(=O)N(c3cc(Cl)cc(Cl)c3)C2=O)n1 (stereo not given)	20
8	NC(=O)CCc1c[nH]c2ccccc12	9
16	O=C(CCc1nnc(Cc2ccc(-c3ccccc3)cc2)o1)NCC1CC1	-4

The list goes on.
no. | smiles | PERK inh | TRPML3 ag | S1P4 antagonist | Ba/F3 V617F tox | Calpain2 inh | TRPN1 ag | BaF3 tox | S1P4 ag | EP2 mod
31 | COc1ccccc1-n1c(C)nnc1SCC(=O)Nc1cc(C)cc(C)c1 | -0.1 | -0.1 | 2 | -2 | 23 | -0.2 | -1 | -1.6 | -7&-26
32 | CC(C)=CCCC(C)CN1CCC(O)CC1 (stereo not given) | 0.8 | 0.5 | 3 | -1 | 16 | -0.7 | 2 | 0.1 | 14
33 | Cc1nc(C(C)N(C)Cc2nc(-c3ccc4c(c3)OCO4)no2)c(C)s1 (stereo not given) | 3.0* | -0.2 | 2 | -3 | 15 | 0.6 | 6 | 1.5 | -15
34 | CC(=O)N1c2ccc(N=Cc3cc(Br)cc(Br)c3O)cc2CC1C (stereo not given) | 1.3 | 0.2 | -6 | -5 | 21 | 0.5 | -3 | -0.6 | 13
35 | Cc1ccccc1C(=O)NC1CCN(Cc2nnnn2CCc2ccccc2)CC1 | -0.9 | 0.3 | -12 | 7 | 21 | -0.5 | 3 | -1.5 | 6
36 | Cc1ccccc1CSCC(=O)NCc1ccco1 | 1.7 | -0.3 | -7 | 1 | -36 | -1.4 | 3 | 0.7 | 2
37 | COc1ccc(-c2[nH]c(-c3ccc(C)cc3)nc2SCC(=O)NCc2ccco2)cc1OC | -0.4 | -1.2 | -4 | 0 | -46 | -1.9 | 6 | 0.2 | 11
38 | N#Cc1cc2c(nc1SCc1cccc(Cl)c1)CCCCC2 | 0.9 | 0.5 | -4 | -4 | 17 | -0.4 | 5 | -0.5 | 4
39 | O=C(O)COCC(=O)Nc1ccc(Oc2ncnc3cc(Cl)ccc23)nc1 | 0.6 | 0.6 | -3 | -4 | 10 | 0.6 | 2 | -0.3 | -11
40 | O=C(NCc1cccnc1)c1cn(-c2ccccc2)nc1-c1ccccc1 | 1.2 | 1.5 | -28 | 3 | 3 | 0.5 | 11 | -0.6 | -29
41 | C=CCC1(NCc2ccco2)CCN(CC)CC1 | 1.4 | 0.7 | -4 | 1 | -25 | 0.9 | 9 | -1.5 | 22
42 | N#Cc1ccc(CO/N=C/c2ccccc2)cc1 | 0.7 | -1.4 | -5 | 6 | 23 | -1.9 | 11 | -1.3 | 8
43 | CC(C)c1nnc(NC(=O)CCC(=O)NC2CCCc3ccccc32)s1 (stereo not given) | -0.1 | -0.1 | -5 | -1 | 2 | -1.6 | 1 | 0.6 | 15
44 | c1ccc2c3c([nH]c2c1)C1(CCCCC1)NCC3 | 1.6 | 1.4 | 4 | 1 | 12 | 0.2 | 1 | -1.5 | -32
45 | O=C(OCn1nnc2ccccc2c1=O)c1ccc2c(=O)n3c(nc2c1)CCC3 | 0.9 | 0.4 | 4 | 2 | -9 | 0.3 | 8 | -0.6 | 13
46 | COC(=O)c1c(NC(=S)NN2CCN(C)CC2)sc2c1CCC(C)C2 (stereo not given) | -0.7 | 0.8 | 21 | 0 | -151 | 0.5 | 5 | -0.6 | -10
47 | Cc1c(NC(=O)c2ccc(S(=O)(=O)N3CCOCC3)cc2)c(=O)n(-c2ccccc2)n1C | -0.2 | 0.8 | 4 | -3 | -9 | 2.5 | 2 | -0.7 | 23
48 | O=C(N/N=C/c1ccc(Br)s1)c1c[nH]c2ccccc12 | 1.1 | 0.3 | -9 | 2 | 5 | -0.5 | 4 | 0.7 | -43
49 | O=C(CO/N=C/c1ccc(OC(F)F)cc1)NC1CCCCC1 | 1.1 | -1.1 | 4 | 1 | -19 | -1.3 | 10 | -1.0 | -55
50 | COc1ccc(CN(C(C)=O)c2cccc(C)c2C)cc1 | -0.7 | -0.8 | 1 | 2 | -35 | -0.4 | 6 | 1.5 | 8
51 | Cc1cc(C)cc(OCc2ccc(C(=O)O)o2)c1 | 0.2 | -0.3 | -4 | 0 | -7 | 0.5 | 3 | 1.2 | -1
52 | C=CCOC(=O)CCCC(=O)NC1CCCCC1 | 1.2 | -0.2 | -12 | -3 | 9 | 0.2 | 0 | 1.7 | 10
53 | CCOC(=O)N1CCN(C(=O)c2ccc3c(=O)n(Cc4ccccc4OC)c(=S)[nH]c3c2)CC1 | 1.3 | -0.2 | 5 | -7 | -60 | -1.1 | -2 | 0.2 | 15
54 | CCCCN1C(=O)C2C3C=CC(C2C1=O)C1C2C(=O)N(CCCC)C(=O)C2C31 (stereo not given) | 0.9 | 0.6 | 2 | -4 | -1 | 0.6 | 0 | -1.0 | 0
55 | O=C(c1ccccc1)c1cnc(-c2ccc(Cl)cc2)s1 | 1.2 | -0.3 | -18 | 0 | -12 | 0.8 | 1 | 4.2 | -1
56 | O=C(NC(Cc1ccccc1)C(=O)O)c1ccccc1 (stereo not given) | 0.6 | 0.7 | -31 | 5 | -21 | 2.0 | 8 | 0.7 | 0
57 | CCCCC(=O)Nc1ccc2c3c(cccc13)C(=O)N2CC | -1.1 | -0.6 | -14 | 0 | 1 | 0.6 | 2 | 0.2 | -23
58 | COc1cc(CNCCO)cc(Cl)c1OCc1ccccc1Cl | -0.8 | 1.2 | 11 | 0 | 12 | 0.6 | 2 | 11* | -47
59 | Cc1c(C#N)sc(C(N)=O)c1C | 0.9 | -0.9 | -18 | 3 | 16 | 0.9 | 8 | 1.7 | -1
